Screens from PubChem BioAssay.
TMEM16A act = activates or potentiates the mouse TMEM16A chloride channel; Q8BHY3; HEK293 TMEM16A/YFP-H148Q/I152L, iodide quench fluorescence; hits give low values; B-score at 10 µM; hit rate 0.3% among 340,000;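 active means fluorescence-ratio B-score plate-corrected deviation score at least 3 library SD below zero, with starting fluorescence score within 5 deviations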;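 further: channel opened by trigger with iodide after compound preincubation; score built on the fluorescence ratio of max minus min over baseline; more negative score means more quench and so TMEM16A activation or potentiation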
Target sequence (Q8BHY3 whole entry, looked up): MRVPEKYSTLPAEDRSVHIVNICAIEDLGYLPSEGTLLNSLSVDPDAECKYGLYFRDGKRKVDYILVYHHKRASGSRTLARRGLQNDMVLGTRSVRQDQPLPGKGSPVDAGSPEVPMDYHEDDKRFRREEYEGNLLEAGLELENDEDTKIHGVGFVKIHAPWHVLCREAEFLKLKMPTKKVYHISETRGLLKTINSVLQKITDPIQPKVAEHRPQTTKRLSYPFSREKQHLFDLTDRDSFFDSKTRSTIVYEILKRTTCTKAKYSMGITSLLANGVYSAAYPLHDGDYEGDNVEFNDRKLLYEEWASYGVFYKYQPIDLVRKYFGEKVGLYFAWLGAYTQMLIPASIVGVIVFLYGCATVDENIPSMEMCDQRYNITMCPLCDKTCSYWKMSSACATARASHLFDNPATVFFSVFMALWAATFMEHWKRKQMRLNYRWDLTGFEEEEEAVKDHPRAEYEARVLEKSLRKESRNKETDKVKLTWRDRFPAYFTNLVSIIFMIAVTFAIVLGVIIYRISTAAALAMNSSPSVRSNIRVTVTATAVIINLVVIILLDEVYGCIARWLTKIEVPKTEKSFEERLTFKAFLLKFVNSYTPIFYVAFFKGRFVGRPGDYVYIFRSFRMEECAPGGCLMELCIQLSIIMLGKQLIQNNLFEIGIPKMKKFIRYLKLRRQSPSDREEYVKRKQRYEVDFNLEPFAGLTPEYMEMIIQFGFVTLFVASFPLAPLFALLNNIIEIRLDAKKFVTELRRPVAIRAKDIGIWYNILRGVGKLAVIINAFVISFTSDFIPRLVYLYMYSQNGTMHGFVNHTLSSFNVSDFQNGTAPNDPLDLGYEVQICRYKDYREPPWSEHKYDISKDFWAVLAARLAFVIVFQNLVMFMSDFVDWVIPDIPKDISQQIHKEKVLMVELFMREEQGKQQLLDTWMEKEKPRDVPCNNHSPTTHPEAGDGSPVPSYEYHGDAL
SKKanGAS inh = SKKanGAS growth inhibition | hit rate 1.3% among 300,000 | S. pyogenes SKKanGAS, kanamycin growth, BacTiter-Glo, 6 h | AID 1662 | inhibition, % at 7.5 µM;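 active means mean replicate score, as percent of positive control median, at least 50; inconclusive means mean below 50 but one replicate at or above 50; inactive means mean and every replicate below 50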;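 further: strain carries kanamycin resistance gene driven by streptokinase promoter and grows in 40 µg/ml kanamycin; loss of luminescence reflects streptokinase promoter inhibition or plain growth inhibition; 0% = median of DMSO wells and 100% = positive control at its reference dose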
HDAC3 inh = human HDAC3 inhibition | O15379 | recombinant HDAC3, fluorogenic peptide/trypsin coupled, fluorescence | inhibition, % at 8.3 µM | hit rate 0.15% among 320,000 | AID 2718; in the data active means inhibition above about 26%, passing the limit was not always enough; inconclusive means no clear call, values can overlap the other calls
ANO1 block = mouse TMEM16A channel inhibition, primary screen; normalized B-score (activity score, 25-100; higher = stronger inhibition) at 10 µM; AID 588511; hit rate 1.2% among 310,000; HEK293 TMEM16A/YFP iodide influx fluorescence, ionomycin;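 active means ratio plate-corrected score three or more library SD toward inhibition, starting fluorescence score within five deviations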;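 further: score derived from kinetic fluorescence span divided by baseline fluorescence per well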
KCNK9 inh = human KCNK9 channel inhibition; Q9NPC2; HEK293 KCNK9, FluxOR thallium flux fluorescence; hits give low values; B-score at 10 µM; hit rate 1.2% among 310,000; AID 488922;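 active means ratio B-score over 3 SD below the library mean, with starting fluorescence within 5 SD of its mean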;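 further: negative B-score means less thallium flux so channel inhibition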
hERG rescue = compounds protecting human hERG from proarrhythmic drug block; activation (rescue from dofetilide block), less the hit threshold, % at 10 µM; CHO-hERG, FluxOR thallium flux, dofetilide IC70 present; AID 1511; hit rate 0.51% among 310,000;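 active means activation above the mean of controls blocked by dofetilide plus 5 SD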;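 further: thallium influx through hERG after potassium depolarization seen as dye fluorescence rise; in these data hits start at about 4.7%; inactives centre near -7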
RGS4 block = inhibitors of human RGS4 | HEK293 M3R/RGS4 inducible, Fluo-4 calcium flux; hits give high values; triggered by carbachol at its EC20 | P49798 | hit rate 0.45% among 310,000 | B-score at 10 µM;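 active means B-score, a plate-corrected calcium signal, over three deviations above library mean, with baseline fluorescence within five deviations of library mean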;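 further: RGS4 expression induced by doxycycline in cells with stable M3 receptor; B-score is computed from the integrated fluorescence ratio over baseline after carbachol; higher B-score means a larger calcium signal and so more RGS4 inhibition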
KCNQ1 act = potentiators or activators of human KCNQ1 potassium channel; AID 2648; hit rate 0.35% among 310,000; CHO-K1 KCNQ1, thallium flux FluxOR fluorescence; hits give high values; B-score at 10 µM;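 active means fluorescence ratio B-score, a plate-corrected score, at least three library SD, with initial intensity B-score within 5 SD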
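assay system = KCNQ1-transfected CHO-K1 cells | medium = assay buffer with matched DMSO | probe or stimulus = depolarizing K+/Tl+ stimulus, K2SO4 and Tl2SO4 each 12.5 mM in 5x stock | dosing = single dose | incubation = dye 90 min, compound 20 min, room temperature | detection = kinetic FluxOR fluorescence, 10 s baseline plus 110 s post-stimulus | evaluation = ratio B score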
RGS4 pot = RGS4 potentiation or activation. HEK293 M3R/inducible RGS4, carbachol calcium flux Fluo4; hits give low values. B-score at 10 µM. hit rate 0.92% among 310,000;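 active means B-score of the integrated calcium signal more than 4 SD below the library mean, with starting fluorescence not abnormally high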;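 further: negative B-score means reduced calcium response which marks RGS4 activation or potentiation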
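Reagent: ECmax carbachol challenge; Test system: M3R-expressing HEK293 line, RGS4 induced by doxycycline; Schedule: overnight RGS4 induction, 30 min dye load 37 °C, 20 min compound RT; Detection: calcium dye Fluo4 fluorescence; Read-out: Agonist-evoked peak-minus-minimum fluorescence over baseline, integrated ratio, B score.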
KCNK3 block = human KCNK3 channel inhibition, primary screen; O14649; CHO-KCNK3 thallium flux, FluxOR fluorescence; hits give low values; B-score at 10 µM; hit rate 0.84% among 340,000; AID 602410;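 active means B-score under library mean minus 4 SD, starting fluorescence ratio at most library mean plus 5 SD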;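 further: more negative B-score means stronger inhibition of thallium flux through KCNK3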
KCNQ1 block = inhibitors of human KCNQ1 potassium channel. P51787. CHO-K1 KCNQ1, FluxOR thallium flux fluorescence; hits give high values. B-score at 10 µM. hit rate 1.3% among 310,000;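 active means compounds whose thallium flux B-score, printed positive for inhibition, exceeds three library SD while starting fluorescence stays within three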;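 further: channel opened by potassium depolarization with thallium stimulus after 20 min compound exposure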
Starred values were filed as active, the others as inactive; i = inactive; u = inconclusive; x = no result given. Compounds as they come, and some 6.3% of all compounds hit somewhere here.

SMILES | TMEM16A act | SKKanGAS inh | HDAC3 inh | ANO1 block | KCNK9 inh | hERG rescue | RGS4 block | KCNQ1 act | RGS4 pot | KCNK3 block | KCNQ1 block
Cc1csc2c(N3CCN(C(=O)Nc4ccc(Cl)c(Cl)c4)CC3)ncnc12 | i | 62* | -17 | 25* | i | -7 | i | i | i | i | 11*
O=C(O)CCNC(=O)CCCn1nnc2ccccc2c1=O | i | -10 | -8 | i | i | -2 | i | i | i | i | i
CN(C)c1nc(C(=O)Nc2ccccc2)nc(N(C)C)n1 | i | -4 | -2 | i | i | -8 | i | i | i | i | i
O=C(Nc1ccncc1)c1ccc(NS(=O)(=O)c2cccc(F)c2)cc1 | i | 1 | 1 | i | i | -4 | i | i | i | i | i
O=C1CCc2cc(S(=O)(=O)N3CCC(C(=O)NC4CCCc5ccccc54)CC3)ccc2N1 (stereo not drawn) | i | 1 | -9 | i | i | -4 | i | i | i | i | i
CCc1ccccc1NC(=O)N1CCCC(CCC(=O)N(C)CCc2ccccn2)C1 (stereo not drawn) | i | 0 | x | i | i | -8 | i | i | i | i | i
O=C1N/C(=N/O)S/C1=C/c1cccc([N+](=O)[O-])c1 | i | -5 | -4 | i | i | -6 | i | i | i | i | i
O=P1(c2ccccc2)C=Cn2c1cc1c2CCCC1 (stereo not drawn) | i | 2 | 1 | i | i | -7 | i | i | i | i | i
CCCCCCN1N=C(C)C(C(=O)c2ccc(Cl)cc2)C1=O (stereo not drawn) | i | 50* | 1 | i | i | -13 | i | i | i | i | i
CCOc1cc(/C=N/n2c(COc3ccccc3)n[nH]c2=S)ccc1O | i | 1 | 1 | i | i | -4 | i | i | i | i | i
O=C(NC1(C(F)(F)F)NC(=O)N(Cc2cccnc2)C1=O)c1ccccc1 (stereo not drawn) | i | 4 | -8 | i | i | -13 | i | i | i | i | i
COc1ccc(Nc2cccc(Cl)c2)c(C(=O)O)c1 | i | 2 | 6 | i | i | -7 | i | i | i | i | i
Cc1c(NC(=O)C(C)Sc2ncnc3ccccc23)c(=O)n(-c2ccccc2)n1C (stereo not drawn) | i | 2 | -2 | i | i | -5 | i | i | i | i | i
COc1cc(C2CC(=O)Oc3c2c(=O)n(C)c2ccccc32)ccc1O (stereo not drawn) | i | 9 | 1 | i | i | -10 | i | i | i | i | i
O=C(N/N=C(\c1ccccc1)c1ccccn1)c1ccccc1Cl | i | 66* | -9 | i | i | -4 | i | i | i | i | i
O=C(Cc1ccccc1)N/N=C/c1ccc(Cl)cc1Cl | i | -7 | u | i | i | -5 | i | i | i | i | i
O=C(NCc1ccccc1Cl)C1CCCN(C(=O)Nc2ccc(F)cc2)C1 (stereo not drawn) | i | -2 | 1 | i | i | -7 | i | i | i | i | i
CCN1CCN(S(=O)(=O)c2ccc(OC)cc2)CC1 | i | -7 | -1 | i | i | -3 | i | i | i | i | i
O=C(CN1C(=O)NC2(CCCCCC2)C1=O)c1ccc2c(c1)OCCO2 | i | 7 | 2 | i | i | -13 | i | i | i | i | i
Cc1ccccc1C(=O)NC(NCC1CCCO1)C(Cl)(Cl)Cl (stereo not drawn) | i | -7 | 9 | i | i | -5 | i | i | i | i | i
O=C(Nc1c(F)c(F)c(F)c(F)c1F)C1CCCCC1 | i | 2 | -1 | i | i | -1 | i | i | i | i | i
CC1(C)C2CCC(C2)C1(C)NC(=O)C[N+](C)(C)C (stereo not drawn) | i | -10 | x | i | i | -12 | i | i | i | i | i
NS(=O)(=O)c1ccc(CNC(=O)c2ccc(Br)o2)cc1 | i | 4 | x | i | i | -8 | i | i | i | i | i
CC1(C)CC(=O)C(C2(O)C(=O)Nc3ccccc32)CO1 (stereo not drawn) | i | x | 1 | i | i | -5 | i | i | i | i | i
CCC(C)(C)n1nnnc1C(c1cc(OC)ccc1OC)N1CCN(Cc2ccccc2)CC1 (stereo not drawn) | i | -9 | 2 | i | -7.6* | -4 | i | i | i | -11* | i
CC(C)CCN1CCN(CCCc2ccccc2)CC1CCO (stereo not drawn) | i | 1 | -2 | i | i | -11 | i | i | i | i | i
O=C(/C=C/c1ccccc1)c1ccc2c(c1)OCCCCO2 | i | -4 | 4 | i | i | -9 | i | i | i | i | i
C=CCNC(=O)CSc1nc2sc3c(c2c(=O)n1CCCOC)CCC3 | i | 11 | 3 | i | i | -14 | i | i | i | i | i
O=C(CC1SC(=NCC2CCCO2)NC1=O)Nc1cccc2ccccc12 (stereo not drawn) | i | -18 | 7 | i | i | -6 | i | i | i | i | i
O=C(CNC(=O)c1cccs1)NCC(=O)OCc1c(F)cccc1Cl | i | 2 | -5 | i | i | -10 | i | i | i | i | i
COc1ccc(C(=O)/C=C/Nc2ccc([N+](=O)[O-])cc2)cc1 | i | 2 | -5 | i | i | -8 | i | i | i | i | i
CCc1nc(-c2ccccc2)c2ccccn12 | i | -3 | -1 | i | i | -2 | i | i | i | i | i
CCCc1nc2c(s1)CCc1onc(-c3ccc(Cl)cc3)c1-2 | i | -4 | -7 | i | -7.1* | -6 | i | i | i | i | i
COc1ccc(C2(c3ccc(O)cc3O)CC(c3ccccc3Cl)NC(=S)N2)cc1 (stereo not drawn) | i | 6 | 8 | i | i | -7 | 10* | i | i | i | i
Cc1ccc(OCc2ccc(C#N)cc2)c(C(=O)c2cc(C#N)c(=O)n(C3CC3)c2)c1 | i | x | 2 | i | i | -5 | i | i | i | i | i
Cc1ccc(C(=O)Nc2c(N)nc(SCC(=O)Nc3cc(C)on3)[nH]c2=O)cc1 | i | -7 | 3 | i | i | 0 | i | i | i | i | i
CCCn1c(=O)c(C(=O)NCC2CCCO2)c(O)c2ccccc21 (stereo not drawn) | i | 14 | 3 | i | i | -18 | i | i | i | i | i
CCOC(=O)C1CCCCN1Cc1cn(C)nc1-c1ccccc1F (stereo not drawn) | i | 11 | 3 | i | i | -21 | i | i | i | i | i
Cc1cc(C)n(CCc2nc(-c3cc4ccccc4o3)cs2)n1 | i | 8 | 2 | i | i | -6 | i | i | i | i | i
CCn1c(SCC(=O)c2cc(OC)ccc2OC)nnc1C1CC1 | i | -1 | 1 | i | i | -14 | i | i | i | i | i
CN(C)S(=O)(=O)c1ccc(-c2csc(N/N=C/c3ccco3)n2)cc1 | i | -2 | 5 | i | i | -8 | i | i | i | i | i
COc1ccc(C)cc1C1=Nc2ccccc2C1(C)C | i | -11 | 1 | i | i | -6 | i | i | i | i | i
O=S(=O)(/N=C(/c1ccccc1)N1CCCCCC1)c1ccccc1 | i | 4 | 3 | i | i | -18 | i | i | i | i | i
COc1ccc(NC(=O)/C(C#N)=C/c2ccc(-c3ccc(Cl)c(C(=O)O)c3)o2)cc1 | i | 9 | 8 | i | i | -4 | i | i | i | i | i
COc1ccc(/C=C/C2=NN(C)C(=O)CC2)cc1 | i | -22 | 14 | i | i | -2 | i | i | i | i | i
COc1cccc(N2CCN(C3CC(=O)N(c4ccc(Cl)cc4)C3=O)CC2)c1 (stereo not drawn) | i | 3 | -4 | i | i | -6 | i | i | i | i | i
CC(C)n1c(SCC(=O)NC2CC2)nnc1C1CC1 | i | -4 | -2 | i | i | -5 | i | i | i | i | i
O=C(COc1ccc(Br)cc1)NCCCNC(=O)c1cccnc1 | i | -4 | 3 | i | i | -8 | i | i | i | i | i
Cc1cnc(Nc2nc3ccccc3o2)nc1C(=O)Nc1cccc(C(F)(F)F)c1 | i | 21 | 7 | i | i | -11 | i | i | i | i | i
COc1ccc(C)cc1NC(=O)c1cc2c(=O)n3ccccc3nc2n1C | i | x | -4 | i | i | 50* | i | i | i | i | i
O=C(CCC1CCCCC1)NCCN1C2=NC[C@H](Cc3ccccc3)N2C[C@H]1Cc1ccc(O)cc1 | i | 1 | -2 | i | i | -12 | i | i | -8* | i | i
CCOC(=O)C1=C(C)NC(SCC(N)=O)=C(C#N)C1c1ccccc1 (stereo not drawn) | i | -16 | -2 | i | i | -3 | i | i | i | i | i
Cc1cccc(CS(=O)(=O)c2ncc(Cl)c(C(=O)Nc3ccc(F)cc3)n2)c1 | i | -7 | x | i | i | -11 | i | i | i | i | i
CCOc1cc(/C=C2/C(=N)N3OC(C)=CC3=NC2=O)ccc1OC | i | -4 | -1 | i | i | -5 | i | i | i | i | i
N#Cc1ccccc1Sc1ccccc1C(=O)OCC(=O)NC1CCCCC1 | i | -2 | 4 | i | i | -4 | i | i | i | i | i
CSC1=NCCN1C(=O)Cc1cccc2ccccc12 | i | -9 | 0 | i | i | -13 | i | i | i | i | i
NNc1ccc(Cl)c(C(=O)O)c1 | i | 11 | -3 | i | i | -8 | i | i | i | i | i
CCCCNC(=O)Nc1ccon1 | i | -2 | 2 | i | i | -8 | i | i | i | i | i
COc1ccc(-c2noc(N3CCC(C(=O)NCCCN4CC(C)CC(C)C4)CC3)n2)cc1 (stereo not drawn) | i | 1 | 12 | i | i | -7 | i | i | i | i | i
C/C(=N/OC(=O)c1ccc(C)cc1)c1ccc(N2C(=O)C3CCCCC3C2=O)cc1 (stereo not drawn) | i | 7 | 4 | i | i | -11 | i | i | i | i | i
CCC[N+]1(CC#CCC(c2ccccc2)c2ccccc2)CCCCC1 | i | -1 | 10 | i | i | -14 | i | i | i | i | i
Cn1c(=O)[nH]c(=O)c2c1nc(N1CCCCC1)n2C/C=N/Nc1ccc(C(=O)O)cc1 | i | 12 | 2 | i | i | -5 | i | i | i | i | i
COC(=O)CCN(C(=O)c1cccc(OC(C)=O)c1)c1ccccn1 | i | -3 | 4 | i | i | -4 | i | i | i | i | i

Shown field by field: 2 of the compounds above
> CN(C)S(=O)(=O)c1ccc(-c2csc(N/N=C/c3ccco3)n2)cc1
  TMEM16A act: i; SKKanGAS inh: -2; HDAC3 inh: 5; ANO1 block: i; KCNK9 inh: i; hERG rescue: -8; RGS4 block: i; KCNQ1 act: i; RGS4 pot: i; KCNK3 block: i; KCNQ1 block: i

> COc1ccc(C)cc1C1=Nc2ccccc2C1(C)C
  TMEM16A act: i; SKKanGAS inh: -11; HDAC3 inh: 1; ANO1 block: i; KCNK9 inh: i; hERG rescue: -6; RGS4 block: i; KCNQ1 act: i; RGS4 pot: i; KCNK3 block: i; KCNQ1 block: i
